DT40 TDP1 CPT – qHTS for Inhibitors of human tyrosyl-DNA phosphodiesterase 1 (TDP1): qHTS in cells in presence of CPT; 12% of 420,000 active; Potency, µM (top dose mostly 46.2 µM), for inactives: at the highest dose activity change, negative = growth inhibition, hits mostly inhibitors; chicken DT40 Tdp1-/-;hTDP1 cells + 20 nM CPT, ATP luminescence, 48 h; AID 686979, 2013; further: nearly all actives have a fitted effect of over 55% in size
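Chicken DT40 Tdp1-/- cells stably complemented with human TDP1 were seeded at 400 cells/well in medium containing 20 nM camptothecin, exposed to pin-transferred compounds, and grown at 37 °C for at least 48 hr. Viability was read as ATP luminescence.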
DT40 TDP1 no CPT – qHTS for Inhibitors of human tyrosyl-DNA phosphodiesterase 1 (TDP1): qHTS in cells in absence of CPT; DT40 Tdp1-/- hTDP1 cells, no CPT, ATP luminescence, 48 h; AID 686978, 2013; 15% of 420,000 active; Potency, µM (doses to about 46.2 µM), without a hit: top-dose activity change, negative = growth inhibition, hits mostly inhibitors; further: nearly all actives have a fitted effect of over 55% in size
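Luminescent ATP content (CellTiter-Glo) served as the growth readout. Knockout chicken DT40 cells expressing human TDP1 were exposed to compounds without camptothecin for a minimum 48 hr at 37 °C.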
GCN5L2 inh – qHTS Assay for Inhibitors of GCN5L2; Potency, µM (doses to about 58.9 µM), without a hit: at the top dose activity change, negative = inhibition, most hits filed as inhibitors; 0.21% of 390,000 active; Histone acetyltransferase KAT2A (Homo sapiens), Q92830; GCN5L2 HAT assay, ThioGlo1 CoA-SH fluorescence
Target sequence (Q92830 whole entry, looked up): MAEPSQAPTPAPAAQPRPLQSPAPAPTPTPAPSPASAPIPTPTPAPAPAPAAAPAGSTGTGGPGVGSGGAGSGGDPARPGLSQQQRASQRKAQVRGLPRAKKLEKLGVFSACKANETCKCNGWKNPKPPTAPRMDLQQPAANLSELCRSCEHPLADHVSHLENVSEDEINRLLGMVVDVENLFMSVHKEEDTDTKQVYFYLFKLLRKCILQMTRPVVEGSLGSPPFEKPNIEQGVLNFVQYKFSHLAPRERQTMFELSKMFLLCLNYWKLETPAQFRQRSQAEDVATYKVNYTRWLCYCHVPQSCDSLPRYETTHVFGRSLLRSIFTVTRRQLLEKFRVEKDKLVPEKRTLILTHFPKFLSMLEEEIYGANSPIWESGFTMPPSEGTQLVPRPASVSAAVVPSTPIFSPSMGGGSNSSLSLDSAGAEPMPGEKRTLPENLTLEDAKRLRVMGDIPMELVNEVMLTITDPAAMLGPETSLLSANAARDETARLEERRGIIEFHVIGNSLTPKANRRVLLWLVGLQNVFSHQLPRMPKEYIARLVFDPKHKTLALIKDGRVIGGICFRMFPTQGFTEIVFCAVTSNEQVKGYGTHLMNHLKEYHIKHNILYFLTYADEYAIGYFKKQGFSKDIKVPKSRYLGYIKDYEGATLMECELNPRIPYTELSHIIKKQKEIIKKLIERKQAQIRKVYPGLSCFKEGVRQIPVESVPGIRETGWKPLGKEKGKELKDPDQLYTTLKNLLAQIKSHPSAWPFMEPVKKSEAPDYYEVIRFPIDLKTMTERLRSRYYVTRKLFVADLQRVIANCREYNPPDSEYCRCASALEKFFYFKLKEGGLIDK
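ThioGlo1-coupled HAT assay: 20nM GCN5L2, 70uM acetyl-CoA, 75uM H3(1-25) peptide, pH 7.5. Fluorescence read at 340/540nm at start and after 20 min at room temperature.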
* = called active by the depositor; ? = inconclusive; · = not tested or not shown; & = joins results of further samples; [ ] = remark or other dose. The call rests on the fitted dose curve; in most records, active means well fitted curve in the direction sought with a large enough effect; inconclusive means small, poorly fitted or top-dose-only effect, or another doubt; inactive means no such curve, though single readings can be large; an effect the other way counts as inactive or inconclusive. On the % scale 0 is the no-effect control and ±100 the full control effect; potency means the concentration at half of the fitted maximal effect. Only part of the results is shown; rates above refer to the full screens.

Each structure is followed by: DT40 TDP1 CPT | DT40 TDP1 no CPT | GCN5L2 inh
O=C(NCCCN1CCCC1=O)C1CCC(CNS(=O)(=O)c2ccc(Cl)cc2)CC1 (centres undefined)
  -12% | -6% | -4%
O=C(CCC(=O)Nc1ccc(F)cc1)N/N=C/c1cccs1
  -28% | -12% | -7%
COc1cc(CN2CCC(CO)(Cc3cccc(C(F)(F)F)c3)CC2)ccc1F
  21µM* | 23µM* | -4%
CCc1cccc(C)c1NC(=O)CCCSc1nc2ccccc2s1
  18µM* | 16µM* | 2%
Cc1cc(NC(=O)c2cc(-c3ccccc3)on2)no1
  -25% | -18% | -9%
N#Cc1ccc(-c2nc3c(Cl)cc(C(F)(F)F)cn3c2Cc2ccccc2C(F)(F)F)cc1
  -1% | -26% | ·
Cc1ncc(COCc2ccccc2)c(CO)c1OCc1ccccc1
  ? | ? | ·
COc1ccc(N=C2C(=O)Nc3ccccc32)cc1
  -16% | -6% | 0%
NS(=O)(=O)c1ccc(CNS(=O)(=O)c2ccc3ccccc3c2)cc1
  -16% | -18% | -9%
O=C(NCCN1CCOCC1)C1CCN(S(=O)(=O)N2CCCC2)CC1
  -15% | 3% | -3%

(continued)
Each structure is followed by: DT40 TDP1 CPT | DT40 TDP1 no CPT | GCN5L2 inh
COc1ccc(-c2cc(C(F)(F)F)nc(SCC(=O)NCc3cccs3)n2)cc1OC
  ? | ? | 0%
COc1ccc(-c2ccc3c(c2)C2CC3CCN2C(=O)C(C)(C)C)cc1 (centres undefined)
  ? | 21µM* | ·
Nc1nc(SCc2ccccc2Cl)ns1
  -6% | -21% | 0%
NS(=O)(=O)c1cccc(NC(=O)CSc2n[nH]c(-c3cccs3)n2)c1
  -6% | 1% | -1%
Fc1ccc(Br)cc1/C=N/n1cnnc1
  1% | -11% | -7%
CC(=O)Nc1cnc(/C=C\CCCO)cn1
  0% | -1% | ·
Cc1cccc(-n2cnc3cc(C(=O)NCC4CCCO4)ccc32)c1 (centres undefined)
  9.2µM* | 7.3µM* | ·
Cc1ccc(S(=O)(=O)N2C[C@H]3C(=O)C[C@@H](c4ccccc4)N(S(=O)(=O)c4ccccc4C)[C@H]3C[C@H]2c2ccccc2)cc1
  ? | ? | ·
Cc1ccc(F)cc1C(=O)N1CCCC1(C)C(=O)NCC(C)C (centres undefined)
  0% | -10% | ·
CCOc1ccc(NC(=O)C2CCN(C(=O)C3CC(=O)N(c4ccc(C)cc4)C3)CC2)cc1 (centres undefined)
  -20% | ? | -2%

(continued)
Each structure is followed by: DT40 TDP1 CPT | DT40 TDP1 no CPT | GCN5L2 inh
O=C(c1cc(COc2ccc(F)cc2F)on1)N1C[C@H]2CC[C@H]1C2
  ? | ? | -1%
CCOC(=O)c1ccccc1NC(=O)Nc1ccc(OC)c(OC)c1
  -24% | 7% | -5%
CC(C)(C)c1ccc(OCCCNC2CCCC2)cc1
  ? | 29µM* | 19%
CCCCCCN(C(=O)CCCCCN1C(=O)NC(c2ccc([N+](=O)[O-])cc2)C(C(=O)OCc2ccccc2)=C1C)C(C(=O)NCCCC)C1CCCCC1 (centres undefined)
  ? | 5.8µM* | 1%
O=C(C1CC1)N1CCc2cc(Br)cc(S(=O)(=O)N3CCN(c4ccccc4)CC3)c21
  -3% | -15% | -1%
O=C(O)CSCCn1cccn1
  -13% | 1% | 0%
Cc1cccc(C)c1NC(=S)N1CCCCCC1
  -8% | -7% | 1%
O=C(Nc1ccc2c(c1)OCO2)c1cnc2n(c1=O)CCS2
  ? | -22% | -3%
CN1CCC(=O)N([C@H](COc2ccccc2)Cc2ccccc2)CC1
  19%&-2% | -4%&-20% | 0%
Nc1ccc2oc(C3CCCCC3)nc2c1
  -12% | 3% | 2%

Other structures:
Each structure is followed by: DT40 TDP1 CPT | DT40 TDP1 no CPT | GCN5L2 inh
C=CCn1c(SCC(=O)Nc2nc3ccccc3s2)nnc1-c1ccccc1O
  -15% | -19% | -5%
COc1ccc(-c2[nH]ncc2/C=N\NC(=O)c2ccc(Br)o2)cc1OC
  -11% | -22% | ?
OCCC1CN(Cc2cccn2-c2ccccn2)CCN1C1CCCC1 (centres undefined)
  31%[activator] | -6% | -13%
Cc1cc(C)c(NC(=S)NC(NC(=O)c2ccccc2)C(Cl)(Cl)Cl)c(C)c1 (centres undefined)
  ? | 5.8µM* | -4%
O=S1(=O)NC[C@]23C[C@H](c4ccc(F)cc4)[C@@H](C[C@@H]21)O3
  -21% | -17% | -6%
O=c1[nH]c(SCc2n[nH]c(=S)n2-c2ccccc2)nc2sc3c(c12)CCC3
  -23% | -8% | -9%
C(=C\n1nnc2ccccc21)/c1ccc[nH]1
  18µM* | 23µM* | -6%
COc1ccc(S(=O)(=O)Nc2ccc(-n3cnnn3)cc2)cc1[N+](=O)[O-]
  -11% | -30% | -3%
CC(C)CNc1ncnc2[nH]ncc12
  -14% | -23% | ·
O=S(=O)(/N=C(/Nc1ccccc1F)c1ccccc1)c1ccccc1
  1% | -24% | -1%

(further entries)
Each structure is followed by: DT40 TDP1 CPT | DT40 TDP1 no CPT | GCN5L2 inh
C=CCNC(=S)N/N=C/c1ccc(C(F)(F)F)cc1
  ? | ? | -12%
C=CCn1c(=O)c(C(C)=O)cn(N(C)c2ncc(C(F)(F)F)cc2Cl)c1=O
  0% | -10% | -6%
Cc1cc(C)n(-c2nc3ccccc3nc2Nc2ccc(C(C)C)cc2)n1
  1% | 14% | -3%
O=C(NCC1CCCO1)c1cccc(N2CCCC2=O)c1 (centres undefined)
  -1% | 5% | -3%
CC(=O)C1=C(O)C(=O)N(CCC(=O)O)C1c1cccc(F)c1 (centres undefined)
  -8% | -8% | 0%
COc1ccccc1-n1cnc2sc(-c3ccccc3)cc2c1=O
  ? | 12µM* | -10%
O=C(NCCCn1ccnc1)C(=O)Nc1ccccc1
  16µM* | ? | -5%
O=C(CCC(=O)NC12CC3CC(CC(C3)C1)C2)NC1CCCCC1
  1% | 9% | -9%
COc1ccccc1CN(C)C(=O)C(c1ccccc1)c1ccccc1
  16µM* | 13µM* | -8%
O=C(Cc1ccc(F)cc1)N1CCOCC1
  19% | -5% | -2%

Next section.
Each structure is followed by: DT40 TDP1 CPT | DT40 TDP1 no CPT | GCN5L2 inh
O=C(CSCc1ccc(F)cc1)Nc1ccc(N2CCOCC2)cc1N1CCOCC1
  ? | ? | -3%
CCCN(CCC)CCCNC(=O)c1cn(CC)c2ccc(S(=O)(=O)N(C)C3CCCCC3)cc2c1=O
  ? | ? | -6%&-1%
Cc1cc2c(cc1C)-n1nnnc1C(N1CCN(CC(=O)N3CCCC3)CC1)C(=O)N2 (centres undefined)
  -21% | -17% | ·
O=C(Nc1nc(-c2ccccn2)cs1)c1ccc(Br)s1
  1µM* | 0.65µM* | -6%
Cc1nc(C)c(C(=O)C2=C(O)C(=O)N(CCN3CCOCC3)C2c2ccco2)s1 (centres undefined)
  1% | -1% | -18%
O=c1[nH]c(N2CCc3ccccc32)nc2c1CCCC2
  -29% | ? | -3%
Cc1ccc(C2=CC(=O)CC(C)(C)C2)cc1
  -12% | 0% | -4%
CC(=O)C1CCCN(C(=O)c2ccc3nc(Cc4cccc(Cl)c4)oc3c2)C1 (centres undefined)
  ? | ? | -11%
S=c1[nH]nc(Nc2ccccc2)s1
  ? | -29% | ?
CCOC(=O)C1CCN(C(=O)CCn2c(=O)[nH]c3ccsc3c2=O)CC1
  -12% | -19% | 2%

(list continues)
Each structure is followed by: DT40 TDP1 CPT | DT40 TDP1 no CPT | GCN5L2 inh
O=C(CSc1nc2[nH]c(=O)cc(O)c2s1)NCCc1ccccc1
  -6% | -1% | -5%
CCc1cnc2c(c1SCC(=O)Nc1ccc(Cl)cc1)c(=O)n(C)c(=O)n2C
  -13% | -5% | 2%
CC(C)NC(=O)CN(C(=O)CCC(=O)Nc1ccccn1)c1ccc(F)c(Cl)c1
  -11% | ? | -2%
Cc1ccc(-c2n[nH]c(=S)n2/N=C/c2cccn2C)cc1
  -18% | -6% | -1%
COc1ccccc1CNc1ccc2nnc(CCNC(=O)c3ccc(C)cc3)n2n1
  -25% | ? | -3%
CCSc1nnc(NC(=O)CSC2=NCCS2)s1
  -6% | 9% | -8%
CCC(=O)Nc1c(C)c(CC)nc2ccccc12
  -28% | -4% | -7%
COc1cc(C=O)ccc1OCCCOc1ccccc1C(=O)O
  -1% | 3% | 0%
Cc1cc(O)c(Sc2ccccc2)c(=O)o1
  5% | -12% | ·
CC(Sc1nc2ccccc2s1)C(=O)NCc1ccc2c(c1)OCO2 (centres undefined)
  -13% | -20% | -3%

More records:
Each structure is followed by: DT40 TDP1 CPT | DT40 TDP1 no CPT | GCN5L2 inh
Cc1nnc(SCC(=O)NC2CCCC2)n1-c1ccccc1
  9% | -4% | -1%
COc1ccc(C)cc1NC(=O)COC(=O)c1ccc2c(c1)OCO2
  ? | -22% | 1%
CCc1cccc(C)c1NC(=O)c1cc(S(=O)(=O)N2CCOCC2)cn1C
  -13% | 8% | -2%
Cn1c(-c2ccccc2)cc(=O)n1-c1ccccc1
  -25% | ? | ·
CC(=NNC(=O)c1ccccc1N)c1ccccc1O
  5.2µM* | 5.8µM* | ·
COc1ccc(-c2c(C)nn(Cc3ccccc3)c2N)cc1
  -16% | -3% | -2%
CCOC(=O)c1c(NC(=O)CN2CCCc3ccccc32)sc(C)c1CC
  ? | ? | -14%
CCc1nc(SCc2ccccc2C)n[nH]1
  -5% | ? | -1%
COc1ccc(C(=O)OCC(=O)N2C(C)CCCC2C)cc1S(=O)(=O)N1CCOCC1 (centres undefined)
  0% | ? | 0%
O=C(CCCN1C(=O)C(c2ccccc2)Oc2cccnc21)NCc1ccccc1Cl (centres undefined)
  ? | ? | 1%

Ordered by count of non-hydrogen atoms (lowest first): part of the list above.
Each structure is followed by: DT40 TDP1 CPT | DT40 TDP1 no CPT | GCN5L2 inh
CCc1nc(SCc2ccccc2C)n[nH]1
  -5% | ? | -1%
CCC(=O)Nc1c(C)c(CC)nc2ccccc12
  -28% | -4% | -7%
Cn1c(-c2ccccc2)cc(=O)n1-c1ccccc1
  -25% | ? | ·
CC(=NNC(=O)c1ccccc1N)c1ccccc1O
  5.2µM* | 5.8µM* | ·
COc1ccc(-c2c(C)nn(Cc3ccccc3)c2N)cc1
  -16% | -3% | -2%
COc1cc(C=O)ccc1OCCCOc1ccccc1C(=O)O
  -1% | 3% | 0%
CC(Sc1nc2ccccc2s1)C(=O)NCc1ccc2c(c1)OCO2 (centres undefined)
  -13% | -20% | -3%
CCc1cccc(C)c1NC(=O)c1cc(S(=O)(=O)N2CCOCC2)cn1C
  -13% | 8% | -2%
O=C(CCCN1C(=O)C(c2ccccc2)Oc2cccnc21)NCc1ccccc1Cl (centres undefined)
  ? | ? | 1%

(next part)
Each structure is followed by: DT40 TDP1 CPT | DT40 TDP1 no CPT | GCN5L2 inh
Cc1ccc(NS(=O)(=O)c2ccc(C)c(C(=O)Nc3ccc(S(=O)(=O)Nc4onc(C)c4C)cc3)c2)cc1
  -11% | -5% | ·
S=C(NCc1ccccc1)NCc1cccc(Cl)c1
  1% | 0% | 1%
Cn1c(N)c(C(=O)NCc2ccccc2Cl)sc1=S
  ? | ? | -25%
O=C(Nc1cc(S(=O)(=O)N2CCOCC2)ccc1N1CCCCC1)c1ccccc1Br
  ? | ? | -16%
CCOC(=O)C1(Cc2ccc(O)cc2)NC(c2ccco2)C2C(=O)N(c3ccccc3F)C(=O)C21 (centres undefined)
  1% | 0% | -8%
O=C(Nc1nccs1)c1ccc2c(c1)OCO2
  -15% | 1% | -2%
CC1=NCC(C)c2ccccc21 (centres undefined)
  11% | 0% | ·
C=CCn1c(COc2ccc(F)cc2)nnc1SCC(=O)Nc1cccc(S(N)(=O)=O)c1
  -2% | 9% | -4%
Cc1cc(NC(=O)COc2cccnc2[N+](=O)[O-])no1
  -1% | -16% | -3%
Cc1onc(-c2c(F)cccc2Cl)c1C(=O)N1CCSCC1
  -5% | ? | -5%
Cc1ccccc1NC(=O)CN(C)S(=O)(=O)c1ccc(-c2ccc(=O)[nH]n2)s1
  -3% | -18% | ?
O=C(COCC(=O)N/N=C/c1ccc(F)cc1)N/N=C/c1ccc(F)cc1
  12% | -9% | -14%
CN(C)CCNc1c2c(nc3ccccc13)CCC2
  ? | 18µM* | -5%

High-throughput results (PubChem)
